AmpC detergent – inhibitors of E. coli AmpC beta-lactamase with detergent | AmpC hydrolysis of nitrocefin, absorbance 480 nm, 0.01% Triton | Potency, µM (titrated, usually from 114 µM), without a hit: at the highest dose activity change, negative = inhibition, most hits filed as inhibitors | actives 0.041% (n = 370,000) | AID 485294;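 note: potency is the fitted concentration of half-maximal effect; 0% = no-compound wells and -100% = no-enzyme wells; nearly all actives have a fitted effect of over 25% in size; some results filed as inactive show a strong effect at the top dose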
Target sequence (P00811 whole entry, looked up): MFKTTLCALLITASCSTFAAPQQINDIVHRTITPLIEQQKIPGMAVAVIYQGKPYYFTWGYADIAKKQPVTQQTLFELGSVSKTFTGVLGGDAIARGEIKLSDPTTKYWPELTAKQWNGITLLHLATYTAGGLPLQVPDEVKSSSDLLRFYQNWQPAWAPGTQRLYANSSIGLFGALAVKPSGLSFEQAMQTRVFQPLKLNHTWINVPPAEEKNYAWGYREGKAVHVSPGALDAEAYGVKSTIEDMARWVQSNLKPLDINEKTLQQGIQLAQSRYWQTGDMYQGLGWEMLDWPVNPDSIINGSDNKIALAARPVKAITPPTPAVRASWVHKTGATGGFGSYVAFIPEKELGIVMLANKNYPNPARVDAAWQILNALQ
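AmpC (5.3 nM in the dispensed reagent) in 20 mM phosphate pH 7.0 with 0.01% (detergent screen) or 0.0001% Triton X-100 was preincubated with compounds for 15 min at room temperature. Nitrocefin was then added from an 800 uM solution, and hydrolysis was followed at 480 nm.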
AMA1 RON2 block – disrupts binding of P. falciparum AMA1 to RON2; AlphaScreen AMA1-biotinylated RON2 peptide binding; Potency, µM (titrated, usually from 58.2 µM), for the others: top-dose activity change, negative = inhibition, most hits filed as inhibitors; actives 0.2% (n = 360,000); AID 720542;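 note: potency is the fitted concentration of half-maximal effect; 0% = vehicle wells and -100% = peptide control; nearly all actives have a fitted effect of over 45% in size; some results filed as inactive show a strong effect at the top dose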
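AMA1 (3D7) with his tag at 25 nM final met compounds first, then biotinylated RON2 peptide at 25 nM; detection used donor plus acceptor beads, 10 µg/mL apiece, read by AlphaScreen after 30 min at room temperature.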
HCV inhibitor – blocks hepatitis C virus; Huh7.5.1 HCVcc-Cre infection, luciferase reporter, 44 h; Potency, µM (series often up to 41.8 µM), for inactives: at the highest dose activity change, negative = inhibition, hits mostly inhibitors; actives 3.4% (n = 340,000); AID 651820; note: potency is the fitted concentration of half-maximal effect
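HCVcc-Cre virus at an moi near 0.5 was added right after compound to cells cultured 4 h from seeding (1,000 cells/well). Luciferase activity was determined 44 h later, 15 min after substrate addition at RT.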
Sm TGR block – blocks Schistosoma mansoni thioredoxin glutathione reductase; AID 485364; Q962Y6; Potency, µM (top dose mostly 114 µM), inactives show at the highest dose activity change, negative = inhibition, actives largely listed as inhibitors; purified TGR, DTNB reduction, TNB absorbance 405 nm; actives 3% (n = 360,000); note: potency is the fitted concentration of half-maximal effect; nearly all actives have a fitted effect of over 60% in size
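TGR 20 nM + NADPH 100 uM (dispensed conc.), cpd preinc 15 min RT; start with NADPH (500 uM addition) then DTNB (15 mM addition). Kinetic TNB absorbance, 405 nm filter. Four-parameter Hill fit across titration.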
FBPA Giardia inh – inhibitors of Giardia lamblia fructose-1,6-bisphosphate aldolase; purified Giardia FBPA; Potency, µM (top dose mostly 59.6 µM), inactives show at the highest dose activity, negative = inhibition, usual class: inhibitors; actives 0.71% (n = 290,000); A8B2U2; note: potency is the fitted concentration of half-maximal effect; nearly all actives have a fitted effect of over 55% in size
Target sequence (A8B2U2 whole entry, looked up): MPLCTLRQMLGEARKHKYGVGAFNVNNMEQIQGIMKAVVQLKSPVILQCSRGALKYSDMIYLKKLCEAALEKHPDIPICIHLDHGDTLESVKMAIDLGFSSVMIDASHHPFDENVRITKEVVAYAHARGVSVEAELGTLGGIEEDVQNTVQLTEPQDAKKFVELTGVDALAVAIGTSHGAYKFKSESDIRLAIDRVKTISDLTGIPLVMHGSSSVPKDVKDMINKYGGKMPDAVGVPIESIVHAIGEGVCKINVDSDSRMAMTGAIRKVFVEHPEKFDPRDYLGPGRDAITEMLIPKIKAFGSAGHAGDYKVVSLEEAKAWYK
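Giardia FBPA (40 nM reagent) was preincubated 10 min at RT with compound (up to 57.5 uM final), then substrate plus GAPDH/TPI/NAD/arsenate coupling system with diaphorase/resazurin was added; resorufin fluorescence (525/598 nm) was read after 20 min.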
HCMV inh – human cytomegalovirus inhibition; HFF cells, HCMV-luciferase reporter, 72 h; stronger effect = lower value; activity change, negative = inhibition, % at 57.5 µM; actives 4.5% (n = 410,000); in the data active = activity change below about -60%; inconclusive = no clear call, values can overlap the other calls; inactive = above about -39%
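Compounds were evaluated in HFFs infected with an HCMV luciferase reporter virus (MOI 1 PFU/cell). Luciferase in lysates collected 72 h post infection served as the replication measure.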
* marks the source's active call; other numbers are inactive results; ? = inconclusive; . = not tested or not shown; [ ] = remark or other dose. Unless noted, calls come from the whole dose curve; as a rule, active = well fitted curve in the direction sought with a large enough effect; inconclusive = small, poorly fitted or top-dose-only effect, or another doubt; inactive = no such curve, though single readings can be large; an effect the other way counts as inactive or inconclusive. Unless noted, % is set by controls: 0 for no effect and ±100 for the full control effect.

Values run as follows: AmpC detergent	AMA1 RON2 block	HCV inhibitor	Sm TGR block	FBPA Giardia inh	HCMV inh
CCOc1ccc(NC(=O)CSc2nc(=O)n(Cc3ccccn3)c3c2CCC3)cc1
  -5%	10%	15%	0%	.	?
O=C(Cc1ccc(NC(=O)C2CCCN(C(=O)C3CCCC3)C2)cc1)Nc1cccc(C(=O)N2CCCCC2)c1 (centres undefined)
  .	0%	?	.	.	-1
COc1cc(/C=C2\SC(=S)N(Nc3ncc(C(F)(F)F)cc3Cl)C2=O)ccc1O
  ?	-9%	4%	-6%	-17%	.
CC(C)CC(=O)NC1(C(F)(F)F)C(=O)Nc2c1c(=O)[nH]c(=O)n2-c1ccccc1 (centres undefined)
  14%	.	.	6%	.	9
O=S(=O)(Cc1ccccc1)Nc1ccccc1
  -16%	2%	3%	7%	5%	1
O=C1NC(=O)N2CCSC2(Cc2ccccc2)N1 (centres undefined)
  .	-1%	22%	.	.	-98*
CCCCCCOc1ccc(N2C(=O)CC(N3CCN(CCN=CC4C(=O)CC(C)(C)CC4=O)CC3)C2=O)cc1 (centres undefined)
  12%	41%[activator]	?	?	0%	-38
CC(=O)c1c(C)[nH]c(C(=O)CN(C)CC(=O)Nc2ccccc2Cl)c1C
  .	19%	?	.	.	-15
CC(=O)N1CCc2cc(S(=O)(=O)CCC(=O)N(C)Cc3ccco3)ccc21
  2%	-2%	9%	-31%	8%	?
COc1ccc(C(=O)CCC(=O)Nc2cccc(C(C)=O)c2)cc1
  2%	.	.	9%	.	-10
CCc1nn(-c2ccccc2)c(=S)c2ccccc12
  -1%	?	?	.	5%	-63*
CCN(CC(=O)NCc1cccs1)C(=O)c1ccc(S(=O)(=O)Nc2cccc(C)c2C)cc1
  6%	-1%	?	9%	13%	-10
O=C(NCc1ccccc1)NCC12CC3CC(CC(C3)C1)C2
  -5%	16%	5%	-1%	2%	30
COc1cccc(/C=N/NC(=O)c2cc3cc([N+](=O)[O-])ccc3s2)c1O
  ?	35%[activator]	?	-11%	-24%	-104*
CC(=O)Nc1ccc2c(c1)C(=O)N(C1CCCCC1)C2=O
  -15%	-27%	6%	-1%	0%	-25
COc1ccc(NC(=S)N2CCN(c3ncccn3)CC2)cc1
  -13%	2%	12%	7%	2%	?
CNC(=O)NC(=O)CSc1nnc(-c2ccco2)n1-c1ccccc1
  -13%	-8%	-6%	-6%	-5%	61
O=C(Nc1ccc(-c2nc3ccccc3o2)c(O)c1)c1cc(-n2cnnc2)ccc1Cl
  ?	52%[activator]	11µM*	-4%	3%	-95*
Cc1nc2scc(-c3cccs3)c2c(=O)[nH]1
  -3%	-2%	-5%	-5%	4%	-17
CC1=C(C(=O)N2CCOCC2)C(c2ccc(OC(F)F)cc2)NC(=S)N1c1ccccc1 (centres undefined)
  -9%	10%	5%	-13%	3%	?
CCOc1ccc(NC(=S)Nc2cc(OC)c(Cl)cc2OC)cc1
  0%	0%	?	-11%	-15%	-31
O=C(c1noc2c1CCc1ccccc1-2)N1CCCc2ccccc21
  ?	14%	?	14%	8%	38
CN1C2C=C3C(C#N)=C(N)C(C#N)(C#N)[C@H](c4c(F)cccc4F)[C@H]3C1CC2 (some centres undefined)
  1%	3%	6%	3%	.	-15
CCOc1cc(/C=C2/SC(=S)N(C)C2=O)ccc1Oc1ccc([N+](=O)[O-])cc1[N+](=O)[O-]
  -6%	.	.	-15%	0%	.
C/C(Cn1nc([N+](=O)[O-])cc1C)=N\NC(=O)c1cccc(Br)c1
  ?	-6%	-1%	7%	-5%	34
O=C(Cn1ncc2c([nH]c3ccccc32)c1=O)NCCCN1CCN(c2ccc(F)cc2)CC1
  2%	.	.	9%	.	-11
O=C(O)C1C2CCC(O2)C1C(=O)Nc1cccc(F)c1 (centres undefined)
  -14%	.	.	3%	-17%	.
O=C(N/N=C/c1ccc(Br)cc1)c1ccc(NC(=O)c2ccccc2)cc1
  .	1%	32%[activator]	.	.	14
COc1ccc(CCn2c(C)nc3c(c(=O)c4ccccc4n3C)c2=O)cc1
  -14%	4%[11.6 µM]	?	-22%	-2%	32
Cc1cc(C2C(=O)CC(=O)CC2c2ccccc2)on1 (centres undefined)
  -7%	-9%	32%[activator]	-35%	-24%	73
COc1ccc(C(=O)NCc2cc3ccccc3n2C)cc1
  -6%	-2%	-4%	-19%	6%	78
COc1cc(Cl)c(C)cc1NC(=O)c1cc(CN2CCOCC2)on1
  0%	.	.	-13%	.	-1
O=S(=O)(c1ccccc1)N1CC=C(c2ccccc2)CC1
  -11%	17%	5%	-16%	3%	3
C/C(=N\NC(=O)C1CCCN(S(=O)(=O)c2ccccc2)C1)c1ccccn1 (centres undefined)
  1%	-11%	?	0%	-7%	-93*
Cc1cc(Cl)ccc1NS(=O)(=O)c1c(C(=O)N2CCC(C)CC2)c(C)n(C)c1C
  1%	.	.	-7%	.	1
COc1cccc(/C=C/C(=O)OCC(=O)N2CCCc3ccccc32)c1
  ?	17%	-7%	8%	.	-19
CC[C@]12c3[nH]c4ccc(OC)cc4c3CCN1C(=O)C(CC(=O)NC(C)(C)C)C[C@@H]2C(=O)N1CCN(C(=O)c2ccco2)CC1 (some centres undefined)
  .	1%	-2%	.	.	-11
COc1cc(CN(C2CC2)S(=O)(=O)c2ccccc2Br)cc(OC)c1
  .	0%	?	.	.	-6
CCOc1cc(C2C(C(=O)OC)=C(C)NC3=C2C(=O)c2ccccc23)cc(Br)c1OCC (centres undefined)
  12%	.	.	2%	.	-32
Cc1ccc(NC(=O)C2CCCN(C(=O)NCc3ccccc3)C2)c(C)c1 (centres undefined)
  -7%	1%	1%	-1%	0%	-22
COCCN1Cc2cccc(C(=O)Nc3cccc(-c4nc5ccccc5[nH]4)c3)c2C1=O
  -6%	-9%	?	9%	2%	-69*
CC(Sc1c[nH]c2ccccc12)C(=O)O (centres undefined)
  -13%	9%	23%	0%	5%	46
O=C(/C=C/c1cccs1)Nc1cccc(NC(=O)/C=C/c2cccs2)n1
  2%	-10%	?	-8%	-14%	-25
CSc1nnc(-c2sccc2OCc2ccccc2)n1C
  3%	3%	0%	10%	0%	13
COCCNC(=O)c1cc(-c2ccccc2C)nn1CC1CC(c2cccnc2)=NO1 (centres undefined)
  .	-1%	4%	.	.	1
O=C(CN1C(=O)COc2ccccc21)N1CCCc2ccccc21
  ?	9%	6%	-22%	0%	-6
COC(=O)c1ccc(CON2C(=O)c3ccccc3C2=O)cc1
  -1%	2%	3%	4%	2%	-36
Oc1ccc2ccccc2c1CNc1ccccn1
  -4%	-4%	2%	2.2µM*	-7%	?
CCOC(=O)C(CC)Sc1ncnc2c1c(-c1ccccc1)cn2-c1ccc(OC)cc1 (centres undefined)
  -2%	.	.	5%	.	-17
O=C(CN1C(=O)c2ccc([N+](=O)[O-])cc2C1=O)NC1CCS(=O)(=O)C1 (centres undefined)
  -12%	8%	-11%	-5%	.	11
Oc1ccccc1-c1nc(NC2CCCC2)c2ccccc2n1
  9%	4%	?	35%	?	28
CC(C)(C)NC(=O)Cn1c(=O)oc2ccc(Cl)cc21
  -1%	-2%	12%	-16%	-1%	5
COc1ccc(-c2nn(C)c(=O)[nH]2)cc1
  0%	24%	10%	7%	0%	16
CCCC1Cc2c(sc3nc(SC)nc(N)c23)CO1 (centres undefined)
  1%	-23%	-26%	-25%	1%	-10
CCCn1c(SCCN2C(=O)c3ccccc3C2=O)n[nH]c1=O
  ?	-7%	1%	-28%	4%	3
NC(=O)NC(=O)CSc1nc2cc([N+](=O)[O-])ccc2n1-c1cccc(C(F)(F)F)c1
  ?	66%[activator]	10µM*	-3%	-1%	?
CCOC(=O)c1[nH]c(=S)[nH]c1C
  .	17%	6%	.	.	-19
CCN(CC)CCC(=O)N1C/C(=C/c2ccccc2)C(=O)/C(=C\c2ccccc2)C1
  .	1%	?	.	.	-100*
CCN1CCN(c2oc(/C=C/c3ccccc3OC)nc2C#N)CC1
  22%	.	.	2%	.	-16
Cc1ccc(-c2nc(-c3ccccn3)no2)cc1[N+](=O)[O-]
  -5%	4%	?	0%	2%	48

A second format for 5 compounds above:
Compound,AmpC detergent,AMA1 RON2 block,HCV inhibitor,Sm TGR block,FBPA Giardia inh,HCMV inh
O=C(CN1C(=O)c2ccc([N+](=O)[O-])cc2C1=O)NC1CCS(=O)(=O)C1 (centres undefined),-12%,8%,-11%,-5%,.,11
Oc1ccccc1-c1nc(NC2CCCC2)c2ccccc2n1,9%,4%,?,35%,?,28
CC(C)(C)NC(=O)Cn1c(=O)oc2ccc(Cl)cc21,-1%,-2%,12%,-16%,-1%,5
COc1ccc(-c2nn(C)c(=O)[nH]2)cc1,0%,24%,10%,7%,0%,16
CCCC1Cc2c(sc3nc(SC)nc(N)c23)CO1 (centres undefined),1%,-23%,-26%,-25%,1%,-10

(cont.)
Values run as follows: AmpC detergent	AMA1 RON2 block	HCV inhibitor	Sm TGR block	FBPA Giardia inh	HCMV inh
Cn1c(=O)c(NCCc2ccccc2)c2c3c(cccc31)C(=O)c1ccccc1-2
  -2%	60%[activator]	?	-9%	-1%	-10
O=C(CN1CCC(NC(=O)c2ccc(Br)cc2)CC1)NCc1cccs1
  1%	-2%	-17%	1%[57.1 µM]	10%	-15
CCc1noc(C)c1C(=O)OCC(=O)Nc1ccccc1SC
  ?	-4%	1%	2%	.	-5
COC(=O)C1=C(c2ccccc2OCc2ccccc2)C[C@@H]2CC[C@H]1N2C(=O)NCCOc1ccccc1
  7%	-3%	?	-2%	.	-15
CCOc1ccc(C(=O)N2CCN(c3cnn(-c4ccccc4)c(=O)c3Cl)CC2)cc1
  5%	-13%	25%	6%	1%	-24
CCN(CC)c1nc(-c2ccc(C(=O)NN)cc2)nc(-c2ccc(C(=O)NN)cc2)n1
  -13%	61%[activator]	1%	2%	22%	-22
O=C(Nc1cc(S(=O)(=O)Nc2ccccc2Cl)ccc1O)c1cc2c(s1)CCCC2
  -4%	-3%	-6%	-29%	5%	-35
COc1cccc(/C=N/n2c(C)nc3ccccc32)c1OC
  2%	6%	8.9µM*	?	0%	-9
COc1ccc(-c2noc(-c3ccc(Br)o3)n2)cc1
  -4%	-4%	-20%	12%	0%	79
CC1=C(C(=O)Nc2ccccn2)C(c2ccccc2)n2ncnc2N1 (centres undefined)
  2%	2%	10%	-16%	0%	-5
Cc1ccc(NC2SC(=O)N(Cc3cccc(C(=O)O)c3)C2=O)c(C)c1 (centres undefined)
  2%	17%	4%	5%	8%	-33
O=C1C=C(c2ccc(C(=O)O)cc2)C[C@@H](c2ccc(Cl)cc2)C1
  -5%	-3%	10%	-9%	.	18
Cc1cncn1CCc1nc2c3ccccc3nc(SCC(=O)Nc3ccc(F)cc3)n2n1
  8%	.	.	7%	.	-5
COC/C=C/C1=CC2=CC(=O)C(C)(OC(=O)c3ccco3)C(=O)C2=CO1 (centres undefined)
  -2%	.	.	3.2µM*	?	.

Screens as filed in PubChem.
